Mito fusion act: inhibitors of mitochondrial division or activators of mitochondrial fusion; S. cerevisiae fusion-defective mutant growth rescue, CellTiterGlo 48 h; Potency, µM (doses to about 46.1 µM), for inactives: at the top dose growth rescue (activation), hits mostly activators; 320,000 compounds, 0.23% hits; AID 485298;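 note: potency is the fitted concentration of half-maximal effect; % of control where 0% means no effect; nearly all actives have a fitted effect of over 45% in size; temperature-sensitive fusion mutants such as fzo1-1 at 37 °C on non-fermentable ethanol glycerol medium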
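Temperature-sensitive fusion-defective S. cerevisiae (e.g. fzo1-1, mgm1-5) were grown with compound in YPEG medium (3% ethanol, 3% glycerol) for 48 hours at 37C. Growth rescue was measured as viability by CellTiterGlo luminescence after 10 minutes at ambient.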
PKM2 activator: activators of human pyruvate kinase M2; P14618; purified PKM2, Kinase-Glo ATP luminescence, activation; response scale: 0% is enzyme alone, no compound; Potency, µM (top dose mostly 57.5 µM), for the others: at the top dose activation, hits mostly activators; 260,000 compounds, 0.34% hits; note: potency is the fitted concentration of half-maximal effect; % is set by controls: 0 for no effect and ±100 for the full control effect; nearly all actives have a fitted effect of over 55% in size
Target sequence (P14618 whole entry, looked up): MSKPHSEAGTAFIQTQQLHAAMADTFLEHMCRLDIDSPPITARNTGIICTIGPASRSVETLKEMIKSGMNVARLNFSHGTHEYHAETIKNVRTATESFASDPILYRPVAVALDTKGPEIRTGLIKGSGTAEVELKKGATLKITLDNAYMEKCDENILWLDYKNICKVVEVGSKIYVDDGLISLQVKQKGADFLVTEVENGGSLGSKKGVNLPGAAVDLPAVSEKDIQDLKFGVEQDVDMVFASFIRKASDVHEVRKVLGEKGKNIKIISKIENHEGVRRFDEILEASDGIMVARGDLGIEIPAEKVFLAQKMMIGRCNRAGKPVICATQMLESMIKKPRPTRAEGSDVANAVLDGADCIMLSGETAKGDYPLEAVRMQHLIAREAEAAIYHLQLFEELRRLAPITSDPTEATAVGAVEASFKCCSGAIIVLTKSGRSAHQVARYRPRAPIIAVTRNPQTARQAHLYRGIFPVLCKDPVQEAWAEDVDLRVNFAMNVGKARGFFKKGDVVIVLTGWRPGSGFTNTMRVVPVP
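Purified hPK-M2 (>95% pure) converted ADP (0.1 mM final) to ATP with 0.5 mM PEP in 50 mM imidazole pH7.2, KCl, MgCl2, Tween 20, BSA; 1 h at room temperature. ATP detected by Kinase-Glo luminescence.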
FLuc counter: firefly luciferase modulation, counter-screen for miR-21 project | P08659 | purified FLuc, Km substrates, luminescence inhibition | Potency, µM (series often up to 57.5 µM), for inactives: at the top dose activity change, negative = inhibition, hits mostly inhibitors | 360,000 compounds, 6.9% hits;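 note: potency is the fitted concentration of half-maximal effect; plate controls were vehicle for no effect and reference inhibitor for full effect; nearly all actives have a fitted effect of over 55% in size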
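Biochemical qHTS of compounds, final roughly 60 µM downward over six points, against 10 nM purified firefly luciferase using Km concentrations of substrates (10 uM D-luciferin, 10 uM ATP) in Tris acetate pH 7.5 buffer; luminescence output.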
Rab9 promoter act: activators of Rab9 promoter; AID 485297; 320,000 compounds, 2.8% hits; Potency, µM (series often up to 9.22 µM), for inactives: at the highest dose activation, negative = inhibition, usual class: activators; Huh7 Rab9 promoter-luciferase reporter, luminescence, 24 h; note: potency is the fitted concentration of half-maximal effect; % of control where 0% means no effect; nearly all actives have a fitted effect of over 60% in size
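Luminescence from Amplite-detected luciferase (10 minutes, ambient) reports Rab9 promoter activation. Before that, stable Rab9-luciferase Huh7 cells (1500/well, reduced-serum OP-MEM I plus 10% FBS) were exposed to compound for 24 hours at 37C.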
MBNL1-CUG inh: inhibitors of human MBNL1 binding to CUG repeat RNA; TR-FRET MBNL1-His/biotin-(CUG)12 binding, 665/545 ratio; Q9NR56; Potency, µM (titrated, usually from 57.5 µM), without a hit: at the top dose activity change, negative = inhibition, actives largely listed as inhibitors; 280,000 compounds, 0.036% hits; active = well fitted inhibition curve with a large enough effect in the signal ratio, with a control signal flat, not every such curve was filed as active; inconclusive = small, poorly fitted or top-dose-only effect, or effect the other way, or a change in a side signal; inactive = no such curve, though single readings can be large or run the other way; the % refers to the signal ratio; note: potency is the fitted concentration of half-maximal effect; % is set by controls: 0 for no effect and ±100 for the full control effect
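TR-FRET between His-tagged MBNL1 and biotin-(CUG)12 RNA, detected with Tb anti-His antibody (0.055 ng/ul) and streptavidin-XL665 (5 nM), 60 min at room temperature. Compounds titrated 92 nM to 58 uM; 665/545 nm ratio normalized to buffer and complex controls.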
Menin MLL FP TR: menin-MLL binding inhibition, Texas Red mutant peptide. AID 1768. Menin + Texas Red MLL mutant peptide, fluorescence polarization. 270,000 compounds, 0.23% hits. Potency, µM (highest dose often 61.6 µM), for the others: at the highest dose FP activity change, negative = inhibition, actives largely listed as inhibitors; active = well fitted inhibition curve with a large enough effect in the polarisation, with a control signal flat, not every such curve was filed as active; inconclusive = small, poorly fitted or top-dose-only effect, or effect the other way, or a change in a side signal; inactive = no such curve, though single readings can be large or run the other way; the % refers to the polarisation; note: potency is the fitted concentration of half-maximal effect; % of control where 0% means no effect; many of its hits are not listed in these tables
ELG1 DNA repair: blocks ELG1-dependent DNA repair in HEK293T cells; Potency, µM (doses to about 46.1 µM), for inactives: at the highest dose activity change, negative = inhibition, most hits filed as inhibitors; 330,000 compounds, 2.3% hits; HEK293T ELG1-luciferase reporter, luminescence, 16 h; DNA damage induced by 5-fluorouridine; AID 504467; note: potency is the fitted concentration of half-maximal effect; % is set by controls: 0 for no effect and ±100 for the full control effect; nearly all actives have a fitted effect of over 55% in size
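Quantitative HTS, concentration-response format. 2,000 cells/well co-treated with 5-fluorouridine and compound, 16 hr in 5% CO2 at 37 °C; ONE-Glo luminescence read after 30 min.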
Gal4-VP16 FLuc: inhibits Gal4-VP16 luciferase reporter, ROR gamma counter-screen | Drosophila S2 Gal4-VP16 UAS-luciferase, luminescence, 20 h | Potency, µM (doses to about 53.6 µM), for inactives: at the highest dose activity, negative = inhibition, most hits filed as inhibitors | 310,000 compounds, 3.5% hits | AID 2546;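 note: Gal4-VP16 expression switched on by copper sulfate through the metallothionein promoter; potency is the fitted concentration of half-maximal effect; % is set by controls: 0 for no effect and ±100 for the full control effect; nearly all actives have a fitted effect of over 50% in size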
NPC1 prom act: activators of NPC1 promoter; AID 485313; Huh7 NPC1 promoter luciferase reporter, 24 h; 320,000 compounds, 2.4% hits; Potency, µM (titrated, usually from 9.22 µM), for inactives: top-dose activation, most hits filed as activators;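 note: potency is the fitted concentration of half-maximal effect; % of control where 0% means no effect; nearly all actives have a fitted effect of over 60% in size; reporter is driven by a mutant NPC1 promoter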
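Stable NPC1-promoter luciferase Huh7 line; cpd (DMSO) 24 h, 37 °C, 5% CO2; Amplite luciferase reagent 10 min RT; luminescence readout. qHTS format.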
RORgamma inh: ROR gamma (mouse) transcription inhibition | Potency, µM (series often up to 53.6 µM), without a hit: at the top dose activity change, negative = inhibition, most hits filed as inhibitors | Drosophila S2 Gal4-RORgamma UAS-luciferase reporter, 20 h | P51450 | 310,000 compounds, 5.4% hits; note: potency is the fitted concentration of half-maximal effect; % is set by controls: 0 for no effect and ±100 for the full control effect; nearly all actives have a fitted effect of over 60% in size
Target sequence (P51450 whole entry, looked up, the tested form may be a part): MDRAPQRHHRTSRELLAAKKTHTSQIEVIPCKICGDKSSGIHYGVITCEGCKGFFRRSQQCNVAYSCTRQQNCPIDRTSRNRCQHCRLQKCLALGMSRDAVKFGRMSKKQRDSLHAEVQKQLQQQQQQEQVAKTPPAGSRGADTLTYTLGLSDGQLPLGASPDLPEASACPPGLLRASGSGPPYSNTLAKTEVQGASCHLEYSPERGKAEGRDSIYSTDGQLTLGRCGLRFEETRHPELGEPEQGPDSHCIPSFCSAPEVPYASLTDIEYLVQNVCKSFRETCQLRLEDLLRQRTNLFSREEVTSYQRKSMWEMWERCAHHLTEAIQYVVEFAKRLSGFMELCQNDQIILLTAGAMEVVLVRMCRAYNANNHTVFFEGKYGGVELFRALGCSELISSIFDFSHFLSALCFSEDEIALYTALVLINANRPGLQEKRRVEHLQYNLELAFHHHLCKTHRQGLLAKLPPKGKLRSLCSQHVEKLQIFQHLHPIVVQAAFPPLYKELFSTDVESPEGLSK
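Drosophila S2 cells stably expressing Gal4-DBD/mouse RORγ fusion under metallothionein promoter plus UAS-luciferase; compound 1 h, then 700 uM CuSO4 induction for 20 h at ambient temperature; inhibition read as reduced luminescence.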
KCNH2 3.1 block: inhibitors of human KCNH2 3.1 potassium channel isoform | 340,000 compounds, 0.95% hits | activity change, % (tested at about 1.8 µM) | U2OS KCNH2 3.1, thallium flux FluxOr; hits give low values;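 active = maximum activity change below -70%; inconclusive = maximum activity change from -70% to -50%; inactive = maximum activity change above -50%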;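 note: thallium influx rate constant from kinetic fluorescence after stimulation buffer; % is set by controls: 0 for no effect and ±100 for the full control effect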
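We transduce U2OS cells with the mutant 3.1 virus, culture them overnight, load FluxOr with Red40 quencher for 45 min, then add stimulation buffer and read kinetically for 2 min to derive a normalized rate constant.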
Starred values were filed as active, the others as inactive. Unless noted, calls come from the whole dose curve; as a rule, active = well fitted curve in the direction sought with a large enough effect; inconclusive = small, poorly fitted or top-dose-only effect, or another doubt; inactive = no such curve, though single readings can be large; an effect the other way counts as inactive or inconclusive. Only part of the results is shown; the hit share may differ from the screen's.

What do the screens show for `CCC(=O)N1CCc2cc(S(=O)(=O)N3CCc4ccccc43)ccc21`?
Mito fusion act: 4%; PKM2 activator: -7%; FLuc counter: -11%; Rab9 promoter act: -9%; MBNL1-CUG inh: -2%; ELG1 DNA repair: 5%; Gal4-VP16 FLuc: 0%; NPC1 prom act: 5%; RORgamma inh: 36%; KCNH2 3.1 block: 3

Results for CCn1c(CN2CCN(c3ccc(OC)cc3)CC2)nc2cc(S(=O)(=O)N(C)C)ccc21 ?
Mito fusion act: -10%; PKM2 activator: 0%; FLuc counter: 1%; Rab9 promoter act: -2%; MBNL1-CUG inh: 6%; Menin MLL FP TR: -5%; ELG1 DNA repair: inconclusive; Gal4-VP16 FLuc: 3%; NPC1 prom act: 0%; RORgamma inh: 45%; KCNH2 3.1 block: -2

How did COc1ccccc1CNC(=O)C1CCN(S(=O)(=O)c2c(C)noc2C)CC1 do in these assays?
Mito fusion act: -3%; PKM2 activator: -4%; FLuc counter: -1%; Rab9 promoter act: 6%; MBNL1-CUG inh: 4%; Menin MLL FP TR: 1%; ELG1 DNA repair: -4%; Gal4-VP16 FLuc: -8%; NPC1 prom act: -5%; RORgamma inh: 21%; KCNH2 3.1 block: 1

How did COc1cc(C2CC(C(F)(F)F)n3ncc(C(=O)O)c3N2)cc(OC)c1OC (centres undefined) do in these assays?
Mito fusion act: -3%; PKM2 activator: -3%; FLuc counter: 4%; Rab9 promoter act: -3%; MBNL1-CUG inh: -8%; Menin MLL FP TR: -8%; ELG1 DNA repair: 17%; Gal4-VP16 FLuc: 6%; NPC1 prom act: 0%; RORgamma inh: 7%

Results for NS(=O)(=O)c1ccc(NC(=O)CSc2nnc(-c3ccc(O)cc3)o2)cc1 ?
Mito fusion act: 0%; PKM2 activator: 3%; FLuc counter: inconclusive; Rab9 promoter act: 7%; MBNL1-CUG inh: -9%; Menin MLL FP TR: -1%; ELG1 DNA repair: inconclusive; Gal4-VP16 FLuc: 2%; NPC1 prom act: -3%; RORgamma inh: -28%; KCNH2 3.1 block: -15

How did O=C(Nc1cccc2cccnc12)c1ccc(Cl)cc1 do in these assays?
Mito fusion act: 2%; PKM2 activator: -17%; FLuc counter: 30µM*; Rab9 promoter act: 10%; MBNL1-CUG inh: 7%; Menin MLL FP TR: -9%; ELG1 DNA repair: inconclusive; Gal4-VP16 FLuc: 5%; NPC1 prom act: 7%; RORgamma inh: -2%; KCNH2 3.1 block: -8

How did CC(OC(=O)c1ccccc1N1C(=O)C2C3CCC(C3)C2C1=O)C(=O)c1ccccc1 (centres undefined) do in these assays?
Mito fusion act: 0%; PKM2 activator: -4%; FLuc counter: 4%; Rab9 promoter act: -1%; MBNL1-CUG inh: -4%; Menin MLL FP TR: -5%; ELG1 DNA repair: -13%; Gal4-VP16 FLuc: inconclusive; NPC1 prom act: 1%; RORgamma inh: inconclusive; KCNH2 3.1 block: 3

How did Cc1cc(Br)c(OCc2ccc(C(=O)N/N=C3\CC4CC=CC34)cc2)c(Br)c1 (centres undefined) do in these assays?
Mito fusion act: inconclusive; PKM2 activator: -3%; FLuc counter: -3%; Rab9 promoter act: -2%; MBNL1-CUG inh: -10%; Menin MLL FP TR: 5%; ELG1 DNA repair: -16%; Gal4-VP16 FLuc: inconclusive; NPC1 prom act: 1%; RORgamma inh: 7.9µM*; KCNH2 3.1 block: -7

What do the screens show for `COc1ccc(OC)c(NC(=O)CSc2nnc(CCCO)n2-c2ccccc2)c1`?
Mito fusion act: -1%; PKM2 activator: 1%; FLuc counter: 2%; Rab9 promoter act: 9%; MBNL1-CUG inh: -1%; Menin MLL FP TR: -9%; ELG1 DNA repair: 0%; Gal4-VP16 FLuc: -4%; NPC1 prom act: -2%; RORgamma inh: 2%; KCNH2 3.1 block: 9

What do the screens show for `CCOC(=O)/C(=C\c1ccccc1)NC(=O)c1ccccc1`?
Mito fusion act: -3%; PKM2 activator: -15%; FLuc counter: -3%; Rab9 promoter act: -1%; MBNL1-CUG inh: 7%; ELG1 DNA repair: 16%; Gal4-VP16 FLuc: 5%; NPC1 prom act: 4%; RORgamma inh: 19%; KCNH2 3.1 block: 19

Results for CCOc1ccc(OC(=O)NC(c2ccccc2)C(Cl)(Cl)Cl)cc1 (centres undefined) ?
Mito fusion act: -2%; PKM2 activator: -3%; FLuc counter: -5%; Rab9 promoter act: -5%; MBNL1-CUG inh: 2%; Menin MLL FP TR: inconclusive; ELG1 DNA repair: -28%; Gal4-VP16 FLuc: -8%; NPC1 prom act: 1%; RORgamma inh: -24%; KCNH2 3.1 block: 3

Results for Nn1cnc2c([nH]c3ccccc32)c1=O ?
Mito fusion act: 5%; PKM2 activator: -12%; FLuc counter: -2%; Rab9 promoter act: 2%; MBNL1-CUG inh: -18%; Menin MLL FP TR: -9%; ELG1 DNA repair: 5%; Gal4-VP16 FLuc: -12%; NPC1 prom act: -1%; RORgamma inh: 21%; KCNH2 3.1 block: -4

What do the screens show for `CCCN1C(=S)SC(C)(C)C1/[N+]([O-])=C/c1cccnc1` (centres undefined)?
Mito fusion act: 2%; PKM2 activator: -16%; FLuc counter: -1%; Rab9 promoter act: 12%; MBNL1-CUG inh: inconclusive; Menin MLL FP TR: -10%; ELG1 DNA repair: 18%; Gal4-VP16 FLuc: 6%; NPC1 prom act: 1%; RORgamma inh: -5%; KCNH2 3.1 block: 12

Results for CCOc1ccc(C2C(C(=O)c3ccc(C)o3)=C(O)C(=O)N2c2nc(C)c(C(=O)OC)s2)cc1 (centres undefined) ?
Mito fusion act: -3%; PKM2 activator: 21%; FLuc counter: -10%; Rab9 promoter act: -5%; MBNL1-CUG inh: 0%; Menin MLL FP TR: inconclusive; ELG1 DNA repair: inconclusive; Gal4-VP16 FLuc: -26%; NPC1 prom act: 9%; RORgamma inh: 1.1µM*; KCNH2 3.1 block: 1

Results for CN(CC(=O)Nc1cccc(F)c1)C(=O)c1cc(=O)[nH]c2ccccc12 ?
Mito fusion act: -6%; FLuc counter: 0%; Rab9 promoter act: -4%; ELG1 DNA repair: 2%; NPC1 prom act: 0%; KCNH2 3.1 block: 20

Results for Cc1ccc(CN2CCCC(CO)(Cc3ccccc3C)C2)s1 (centres undefined) ?
Mito fusion act: 2%; PKM2 activator: 0%; FLuc counter: 6%; Rab9 promoter act: -3%; MBNL1-CUG inh: 10%; Menin MLL FP TR: inconclusive; ELG1 DNA repair: -1%; Gal4-VP16 FLuc: 0%; NPC1 prom act: -5%; RORgamma inh: -25%; KCNH2 3.1 block: -25

What do the screens show for `CCn1c(CNC(=O)c2ccco2)nnc1SCC(=O)Nc1cc(C)c(C)cc1Br`?
Mito fusion act: -4%; PKM2 activator: -4%; FLuc counter: -2%; Rab9 promoter act: -6%; MBNL1-CUG inh: -6%; Menin MLL FP TR: 3%; ELG1 DNA repair: 3%; Gal4-VP16 FLuc: -15%; NPC1 prom act: -1%; RORgamma inh: -4%; KCNH2 3.1 block: 0

How did O=C(CNC(=O)c1ccco1)NCC(=O)OC(C(=O)c1ccccc1)c1ccc(Cl)cc1 (centres undefined) do in these assays?
Mito fusion act: -1%; PKM2 activator: 6%; FLuc counter: 3%; Rab9 promoter act: -8%; MBNL1-CUG inh: 1%; Menin MLL FP TR: 2%; ELG1 DNA repair: -2%; Gal4-VP16 FLuc: 3%; NPC1 prom act: -3%; RORgamma inh: 26%; KCNH2 3.1 block: -16

Results for Cc1cc(C)nc(SCCC(=O)N(C)C)n1 ?
Mito fusion act: -2%; PKM2 activator: -4%; FLuc counter: -7%; Rab9 promoter act: -16%; MBNL1-CUG inh: 5%; Menin MLL FP TR: -1%; ELG1 DNA repair: inconclusive; Gal4-VP16 FLuc: 8%; NPC1 prom act: -2%; RORgamma inh: -2%; KCNH2 3.1 block: -19

What do the screens show for `COc1cc2c(C(=O)N3CCN(C4CCCCC4)CC3)cn(CC(C)C)c(=O)c2cc1OC`?
Mito fusion act: -3%; PKM2 activator: 0%; FLuc counter: -1%; Rab9 promoter act: -3%; MBNL1-CUG inh: -8%; Menin MLL FP TR: 0%; ELG1 DNA repair: -11%; Gal4-VP16 FLuc: -7%; NPC1 prom act: 1%; RORgamma inh: 4%; KCNH2 3.1 block: 8

Assay outcomes (PubChem)
